High-throughput results from PubChem BioAssay.
AP complement: orthogonal test for alternative complement pathway inhibitors. Human serum alternative complement pathway, LPS-coated ELISA, C3 deposition; tested in compound mixtures. inhibition, % at 5 µM. hit rate 0.08% among 62,000. AID 1235;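 active means inhibition above 30% in each of the two pooled mixtures holding the compound, so the lower value exceeds 30%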;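 further: 0% = serum in Mg-EGTA without compound and 100% = EDTA serum blank; some compounds past the cut are filed as inactive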
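Test system – human serum alternative complement pathway, C3 deposition on LPS-coated wells · Buffer or medium – diluted human serum in Mg2+-EGTA GVB++ · Compound dosing – 5 µM each compound, pools of ten, 50 µM per pool · Schedule – 1 h serum-compound exposure at 37 °C · Measured by – Anti-C3 ELISA, OD 450 nm · Read-out basis – percent inhibition of C3 deposition onto LPS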
CatB mixtures: human cathepsin B inhibition by mixtures. P07858. Purified cathepsin B, AMC dipeptide fluorescence, compound mixtures. inhibition, %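 (ten-compound pools at 5 µM per compound and 50 µM total)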. hit rate 0.06% among 62,000; in the data active means inhibition above about 22%, passing the limit was not always enough; inconclusive means no clear call, values can overlap the other calls;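 further: 0% = enzyme without compound and 100% = no enzyme blank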
CatG inh: cathepsin G (human) inhibition. inhibition, % at 5 µM (by protocol). hit rate 0.2% among 62,000. purified enzyme, AMC-tetrapeptide fluorescence, pooled mixtures. P08311;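 active means inhibition above 20% in each of the two mixture wells holding the compound; inactive means inhibition of 20% or less in either well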;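 further: 0% = enzyme control without mixture and 100% = blank lacking enzyme; strong numbers were not always called active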
Target sequence (P08311 21-244 limits assumed): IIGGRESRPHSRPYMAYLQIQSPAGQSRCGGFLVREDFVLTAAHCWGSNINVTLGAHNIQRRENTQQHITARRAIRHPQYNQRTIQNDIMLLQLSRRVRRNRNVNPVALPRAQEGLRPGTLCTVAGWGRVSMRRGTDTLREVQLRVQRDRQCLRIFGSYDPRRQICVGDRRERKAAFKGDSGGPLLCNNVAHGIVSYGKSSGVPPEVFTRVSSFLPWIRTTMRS
CatS block: inhibitors of human cathepsin S | P25774 | recombinant cathepsin S, AMC dipeptide fluorescence, pooled mixtures | inhibition, %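 (tested at 5 µM per compound within 10-compound mixtures)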 | hit rate 0.06% among 62,000 | AID 501; in the data active means inhibition above about 32%, passing the limit was not always enough; inconclusive means no clear call, values can overlap the other calls;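 further: 0% = enzyme without compound and 100% = blank without enzyme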
Target sequence (P25774 115-331 limits assumed): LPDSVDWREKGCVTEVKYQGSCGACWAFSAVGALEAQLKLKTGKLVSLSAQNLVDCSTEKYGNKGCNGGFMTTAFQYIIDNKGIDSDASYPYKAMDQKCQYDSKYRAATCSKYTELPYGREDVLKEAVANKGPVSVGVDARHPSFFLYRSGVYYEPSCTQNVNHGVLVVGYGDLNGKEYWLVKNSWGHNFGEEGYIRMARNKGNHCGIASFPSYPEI
CatL inh: blocks human cathepsin L protease activity. inhibition, %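 (tested at 10 µM)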. P07711. purified cathepsin L, fluorogenic substrate, fluorescence. hit rate 0.17% among 58,000; in the data active means inhibition above about 45%;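 further: 0% = enzyme with no compound and 100% = no enzyme blank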
CatB block: blocks human cathepsin B protease activity. P07858. purified cathepsin B, fluorogenic substrate, fluorescence. AID 453. hit rate 0.1% among 63,000. inhibition, %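 (tested at 10 µM)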; in the data active means inhibition above about 21%;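 further: 0% = enzyme with no compound and 100% = no enzyme blank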
FXIa inh mix: factor XIa (human) inhibition, mixture screen; inhibition, % at 5 µM; AID 680; purified FXIa, fluorogenic substrate, pooled mixtures; hit rate 0.19% among 62,000; P03951; in the data active means inhibition above about 20%, passing the limit was not always enough;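 further: each value is inhibition by a whole ten-compound pool holding the compound; 0% = enzyme with no mixture and 100% = wells lacking enzyme; strong numbers were not always called active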
Target sequence (P03951 19-387 limits assumed): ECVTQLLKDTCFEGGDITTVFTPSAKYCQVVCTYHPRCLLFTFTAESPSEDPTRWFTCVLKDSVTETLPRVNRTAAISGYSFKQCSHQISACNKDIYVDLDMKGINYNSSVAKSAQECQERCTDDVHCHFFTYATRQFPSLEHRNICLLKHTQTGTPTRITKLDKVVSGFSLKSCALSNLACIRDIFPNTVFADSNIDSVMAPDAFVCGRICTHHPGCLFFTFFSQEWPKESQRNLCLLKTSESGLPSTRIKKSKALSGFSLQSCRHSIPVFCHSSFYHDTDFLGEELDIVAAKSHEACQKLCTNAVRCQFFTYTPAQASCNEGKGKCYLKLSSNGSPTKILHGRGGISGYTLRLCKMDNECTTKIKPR
Target sequence (P03951 388-625 limits assumed): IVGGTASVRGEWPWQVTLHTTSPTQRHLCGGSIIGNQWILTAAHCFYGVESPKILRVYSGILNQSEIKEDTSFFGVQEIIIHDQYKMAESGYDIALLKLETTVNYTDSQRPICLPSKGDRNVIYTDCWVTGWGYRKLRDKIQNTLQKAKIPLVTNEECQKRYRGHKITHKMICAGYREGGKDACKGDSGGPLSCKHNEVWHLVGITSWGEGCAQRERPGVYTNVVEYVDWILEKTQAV
E coli RNAP: blocks E. coli RNA polymerase transcription; inhibition, %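 (tested at 10 µM)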; hit rate 0.2% among 62,000; P0A8V2; AID 559; fluorescence transcription assay; in the data active means inhibition above about 20%;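 further: 0% = enzyme without compound and 100% = no enzyme blank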
C1s block: human complement C1s inhibition; AID 538; purified C1s, fluorogenic AMC substrate, pooled mixtures; P09871; mean inhibition % of two 10-compound mixtures (hits give high values), % at 5 µM (by protocol); hit rate 0.16% among 62,000;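 active means inhibition above 20% in each of the two 10-compound mixture wells holding the compound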;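 further: 0% = enzyme wells lacking compound mixture and 100% = no-enzyme blank wells; some compounds called inactive have numbers as strong as hits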
* marks the source's active call; other numbers are inactive results; ? = inconclusive; / = no result given. This is a subset; the hit share may differ from the screen's.

structure	AP complement	CatB mixtures	CatG inh	CatS block	CatL inh	CatB block	FXIa inh mix	E coli RNAP	C1s block
Cc1cc(C(=O)N2CCN(c3ccccc3)CC2)no1	7	2	10	10	8	3	4	3	-26
O=c1[nH]c(SCc2ccccc2Cl)nc2c1CCC2	-2	4	3	12	/	-2	10	4	0
CC(=O)N1CCCc2cc(S(=O)(=O)N3CCN(C4CCCCC4)CC3)ccc21	1	-1	-5	-1	4	2	4	-3	-3
CCCCN(C(=O)c1cc(OC)c(OC)c(OC)c1)C1=CC2CCC(C1)N2C (centres undefined)	-4	5	11	4	4	1	4	3	15
N#Cc1nc(Cc2cccc3ccccc23)oc1N1CCCCC1	2	-2	3	10	18	5	12	6	1
COc1ccc(C(=O)N2CCCCC2)cc1S(=O)(=O)Nc1ccccc1	3	2	19	-1	27	4	7	16	22
COc1ccc(C(=O)N2CCN(c3nc4ccccc4o3)CC2)cc1OC	29	2	36	-7	-8	-1	6	-1	-9
CCOC(=O)N1CCN(C(=O)c2cc3c(=O)n(C)c4ccccc4c3n2C)CC1	7	3	7	7	16	2	1	4	2
CCC(C)Sc1nc2c(c(=O)[nH]c(=O)n2C)n1Cc1ccccc1Cl (centres undefined)	-8	-2	2	12	6	0	-1	11	12
CCN(CC)S(=O)(=O)c1cc(C(=O)Nc2nncs2)c(Cl)cc1Cl	-7	3	6	17	-5	2	-2	10	-8
O=C(O)CN1C(=O)CCS(=O)c2ccccc21 (centres undefined)	11	2	11	2	/	-1	2	6	8
C1=C(CCNc2nnnn2-c2ccccc2)CCCC1	20	-3	-1	10	12	1	10	-1	-6
Cc1ccc(NC(=O)c2cccc(N3C(=O)CCC3=O)c2)nc1	0	-5	3	3	4	0	1	4	-11
COc1ccc(-c2c3c(=O)n(C)c(=O)n(C)c3c3nnc4ccccc4n23)cc1	20	12	1	-4	-6	-5	6	2	0
Cc1ccc(S(=O)(=O)NCCSc2nnnn2-c2cc(C)ccc2C)cc1	-14	-3	9	-3	31	4	6	12	-26
CCCCn1c(SCC(=O)N2CCCc3ccccc32)nc2c1c(=O)n(C)c(=O)n2C	11	4	-1	11	1	-2	6	4	0
O=c1ccc(S(=O)(=O)N2CCC(Cc3ccccc3)CC2)c[nH]1	13	-9	8	-1	1	0	-2	9	-2
O=C(CSc1ncc(-c2ccccc2)n1-c1ccccc1)NCc1ccco1	3	-4	10	-1	16	6	2	8	17
CCOC(=O)SC1=N/C(=C\c2ccc(N(C)C)cc2)C(=O)S1	-17	6	-11	16	0	7	3	-1	-17
CCc1nnc(NC(=O)CSc2nnc(Cc3ccccc3)n2Cc2ccccc2)s1	5	6	-1	10	0	-2	7	9	1

Next part.
structure	AP complement	CatB mixtures	CatG inh	CatS block	CatL inh	CatB block	FXIa inh mix	E coli RNAP	C1s block
CC(C)C(NCc1c(Cl)cccc1Cl)C(=O)O (centres undefined)	15	8	1	1	3	-5	9	4	-5
CC1=CC(C)C2C(=O)N(CCCN(C)C)C(=O)C2C1 (centres undefined)	19	-1	5	-9	1	2	-6	1	-10
COc1ccc2c(C)nc(Nc3nc(C)cc(=O)[nH]3)nc2c1	2	1	7	-3	3	3	5	7	11
CCOc1ccc(C2c3c(oc4ccccc4c3=O)C(=O)N2CCCN2CCOCC2)cc1OCC (centres undefined)	23	2	9	-3	/	1	-1	-1	1
Cc1cccc(-c2nsc(SCC(=O)N3CCCC3)n2)c1	1	0	3	-6	19	-3	-1	7	-4
O=C(CSc1nc2cc(S(=O)(=O)N3CCOCC3)ccc2o1)NC1CCCc2ccccc21 (centres undefined)	-2	1	1	4	13	3	3	6	-12
CN(CC(=O)NCc1ccco1)S(=O)(=O)c1ccc2c(c1)n(C)c(=O)c(=O)n2C	13	1	7	-2	/	-1	-1	5	-33
Cc1ccnc(SCCn2c(N3CCC(C)CC3)nc3c2c(=O)[nH]c(=O)n3C)n1	26	5	7	3	31	1	1	4	3
O=C1CSC(=NC(=O)c2ccccc2)N1	13	0	9	-12	2	0	7	2	15
Cc1ccc(NCc2nnc(SCC(=O)NCc3ccco3)n2CC2CCCO2)c(C)c1 (centres undefined)	25	3	5	-4	7	0	-4	10	-21
CC(NC(N)=O)C12CC3CC(CC(C3)C1)C2 (centres undefined)	17	-1	-2	-5	-4	7	6	-10	1
COc1ccc(-c2nnn(CC(=O)N(CC(=O)NC3CCCC3)c3cccc(C)c3)n2)cc1OC	14	-6	9	-1	10	-2	1	5	0
CCCn1c(=O)c2ccccc2n2c(SCCOc3ccc(Cl)cc3)nnc12	-3	6	-3	15	-4	5	4	9	11
CC(=O)[C@@]1(O)CC[C@H]2[C@@H]3C[C@H](C)C4=CC(=O)CC[C@]4(C)[C@H]3CC[C@@]21C	-4	0	-1	6	-2	5	7	6	6
COc1cc(C)c(C)cc1S(=O)(=O)N1CCN(Cc2ccccc2)CC1	12	0	2	-2	2	2	8	0	2
CS(=O)(=O)c1cccc(C(=O)NCc2ccccc2)c1	11	2	-2	-3	-1	0	7	3	1
COCCNC(=O)c1ccc2c(=O)n(CCOC)c(=O)[nH]c2c1	-3	-3	0	-10	4	-4	5	3	2
CC(C)C(=O)Nc1cccc(C(=O)NCc2ccc(S(N)(=O)=O)cc2)c1	25	-5	0	6	14	1	0	6	4
CCOCCCNC(=O)N1CCOCC1	-20	4	-9	12	1	3	-6	2	-21
Cc1cc(OCC(=O)N2CCOCC2)cc2oc(=O)c3ccccc3c12	1	-4	-16	-7	-20	2	-16	-2	-47

2 entries from above, with values under each structure:
Screens in order: AP complement | CatB mixtures | CatG inh | CatS block | CatL inh | CatB block | FXIa inh mix | E coli RNAP | C1s block
CC(=O)[C@@]1(O)CC[C@H]2[C@@H]3C[C@H](C)C4=CC(=O)CC[C@]4(C)[C@H]3CC[C@@]21C
→ -4 | 0 | -1 | 6 | -2 | 5 | 7 | 6 | 6
CC(C)C(=O)Nc1cccc(C(=O)NCc2ccc(S(N)(=O)=O)cc2)c1
→ 25 | -5 | 0 | 6 | 14 | 1 | 0 | 6 | 4

Next part.
structure	AP complement	CatB mixtures	CatG inh	CatS block	CatL inh	CatB block	FXIa inh mix	E coli RNAP	C1s block
CCc1ccccc1N(CC(=O)NCc1ccco1)C(=O)c1snc(C(N)=O)c1N	-6	8	27	11	-4	9	38	/	-19
CNC(=O)C1C2C=CC3(O2)C1C(=O)N(CCOC)C3C(=O)NCc1ccc(OC)cc1 (centres undefined)	7	0	7	?	-3	3	5	2	12
COc1cc2[nH]c(=S)nc(NCC3CCCO3)c2cc1OC (centres undefined)	15	4	8	3	9	6	5	3	11
COc1ccc(C(=O)NCc2ccccc2OC)c(OC)c1	1	4	9	3	5	4	-2	9	1
O=C(Nc1ccc2c(c1)OCO2)c1cccc(S(=O)(=O)N2CCCC2)c1	13	4	26	-3	-12	-3	14	3	9
CCc1nnc(NC(=O)CCC(=O)N2CCN(CCOc3ccc(C)cc3)CC2)s1	11	4	0	-5	-4	-6	7	/	3
Cc1cc(COc2ccccc2OCc2cc(C)no2)on1	19	0	-2	-4	-4	-1	8	-11	-4
Cc1ccc(CCNC(=O)C2CCN(C(=O)c3sccc3-n3cccc3)CC2)cc1	23	6	2	-2	6	-6	5	4	1
CC(=NCCN1CCOCC1)C1=C(O)c2ccccc2C1=O	1	3	11	16	/	5	12	11	16
COC(=O)CSc1nnc(-c2ccc(S(=O)(=O)N3CCCCC3)cc2)o1	3	9	0	8	-11	-2	7	5	0
c1ccc(N2CCN(Cc3ccsc3)CC2)nc1	8	4	9	-6	1	0	10	5	14
O=C(CN1CCOCC1)Nc1ccc(S(=O)(=O)NC2CCCCC2)cc1	4	0	-11	-1	4	2	-6	8	-58
CCOC(=O)c1cccc(NC(=O)c2ccco2)c1	10	2	2	-13	9	-5	4	9	-3
CCN(CC)CCOC(=O)C1(c2ccccc2)CCOCC1	6	-10	-16	-17	-18	-5	-21	-1	-57
O=C(Oc1ccc2c(c1)OCO2)c1cc2c(s1)CCC2	11	5	13	9	14	4	10	11	11
Cc1cccc(N2C(=O)CC(N(O)c3ccccc3)C2=O)c1 (centres undefined)	-9	5	-1	13	17	5	2	6	39
COCCn1c(SCC(=O)c2ccc3c(c2)OCCO3)nnc1-c1ccoc1C	9	3	10	-1	7	6	7	11	12
O=C(Nc1ccc(F)cc1F)c1cc(-c2ccco2)on1	7	2	2	6	0	1	5	5	1
O=C(CCc1n[nH]c(=O)[nH]c1=O)N1CCCCC1	21	-1	5	-1	/	4	5	3	2
CC(C)Cn1cc(C(=O)NCc2cccs2)c2c3ccccc3n(C)c2c1=O	25	3	8	-7	-6	2	-2	1	4

(list continues)
structure	AP complement	CatB mixtures	CatG inh	CatS block	CatL inh	CatB block	FXIa inh mix	E coli RNAP	C1s block
Cc1c(C(=O)OCC(=O)N2c3ccccc3CC2C)oc2ccccc12 (centres undefined)	-5	0	6	-1	10	1	3	10	-19
CCN1CCN(C(=O)c2ccccc2N(C)S(=O)(=O)c2ccc(C)cc2)CC1	5	7	3	?	9	5	4	/	7
CCCc1cc(C(=O)NCCc2ccccc2)no1	17	5	9	8	/	4	1	10	8
COc1cc(C2/C(=C(\O)c3cc(C)ccc3C)C(=O)C(=O)N2CCN(C)C)ccc1O (centres undefined)	6	1	11	4	10	2	-1	4	15
O=C(c1cn(-c2ccccc2)nc1-c1ccc(Cl)s1)N1CCOCC1	18	5	7	5	-7	2	14	8	8
O=C(O)C1CC=CCC1C(=O)Nc1cc(Cl)ccc1Cl (centres undefined)	-14	0	-3	30	0	2	-5	-12	-12
CCc1ccccc1NC(=O)c1cc(-c2cccc(O)c2)on1	11	3	12	6	13	5	3	11	18
CC1CN(C(=O)c2cc3cc(Cl)cc(Cl)c3oc2=O)CC(C)O1 (centres undefined)	-4	-3	3	1	4	-2	0	-1	-7
Cc1ccc(Cl)cc1N(CC(=O)N1CCCCCC1)S(C)(=O)=O	2	4	-2	9	0	7	5	7	-12
NC(=O)C1CCCN(S(=O)(=O)c2ccc(Br)cc2)C1 (centres undefined)	5	-9	-8	-3	-5	0	-3	/	-102
Cc1noc(C)c1C(=O)N1CCN(CCc2ccccc2)CC1	6	-1	2	10	-3	-4	3	-1	-2
CC(=C1C2C=CC1C1C(=O)NC(=O)C21)c1ccccc1 (centres undefined)	13	0	2	-2	-1	1	11	0	7
COc1ccccc1NC(=O)CS(=O)(=O)c1cccc2nsnc12	11	4	9	-3	-5	4	1	0	10
CCOC(=O)c1nc(Nc2ccc(C(=O)O)cc2)c2ccccc2n1	-1	6	11	22	17	7	-3	8	8
Cc1cc(C)n(Cc2nc3ccccc3n2C)n1	10	-4	2	-1	-2	-1	7	-8	5
Cn1c(Cn2c(=O)sc3ccccc32)nnc1SCC(=O)NCc1ccc(F)cc1	20	4	10	11	18	4	0	10	3
COc1ccccc1NC(=O)N1CCCC1C(=O)NCc1ccccc1F (centres undefined)	14	6	0	0	2	1	0	4	-17
Cc1cc(Nc2ccc3c(c2)OCCO3)n2nc(C)nc2n1	-5	-2	-11	-6	/	2	1	-3	-50
O=C(NC1CCN(Cc2ccccc2)CC1)C1CCN(c2nnc(-n3cccc3)s2)CC1	2	-5	1	15	31	-1	-3	7	1
CC(C)C(=O)NC(C)C(c1cccs1)N1CCOCC1 (centres undefined)	10	-1	2	1	-9	3	11	1	5
Cc1c(NC(=O)c2ccc(Br)o2)c(=O)n(-c2ccccc2)n1C	1	3	4	4	7	3	0	8	-47
Cc1ccc(C(=O)Oc2ccc3c(c2)ncn3C)cc1	24	-2	-3	9	16	-3	13	1	-3
